# ABHD5 PLIN5 PPI: ABHD5-PLIN5 interaction inhibitors, primary screen, cell lysate, split luciferase complementation, luminescence; AID 602281, 2012; 0.78% of 360,000 active; inhibition, % at 4 µM; Split G. princeps luciferase complementation, 4 h;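 active means inhibition above the mean inhibition across every tested compound plus 3 SD, cut at about 22% in these data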;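 further: 0% = DMSO only wells and the 100% control is not disclosed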
# NR5A2 inv ag: LRH-1 (NR5A2) inverse agonists, primary screen, cell-based, luminescence, HEK293T, StAR-luciferase reporter; Nuclear receptor subfamily 5 group A member 2 (Homo sapiens), O00482; LRH-1 transfected, 24 h; inhibition, % at 3.6 µM; 0.13% of 360,000 active; AID 602396, 2012;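 active means inhibition above the mean inhibition of all tested compounds plus 3 SD, cut at about 73% in these data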;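 further: 0% = DMSO wells and 100% = reporter-only cells lacking LRH-1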
# TWEAK Fn14 block: inhibitors of TWEAK-Fn14 signaling, primary screen, luciferase reporter cells, uHTS. TWEAK-stimulated Fn14 reporter cells, luciferase luminescence, 8 h. inhibition, % at 10 µM. 2% of 360,000 active; in the data active means inhibition above about 50%
# NCOA1 inh: SRC1 coactivator transcriptional activity inhibitors, primary screen, cell-based, luminescence; 0.12% of 360,000 active; AID 588354, 2011; inhibition, % at 3.6 µM; Nuclear receptor coactivator 1 (Homo sapiens), Q15788; HEK293 GAL4-SRC1 luciferase reporter;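 active means inhibition above the campaign mean plus 3 SD, with each screening campaign given its own cutoff, cut at about 60% in these data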;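 further: 0% = DMSO treated cells and 100% = gossypol at 36 µM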
# NCOA2 inhibitor: inhibition of GAL4-SRC2 driven luciferase reporter, primary screen, SRC2 inhibitor project, cell-based, luminescence; HEK293 GAL4-SRC2 luciferase reporter; inhibition, % at 9 µM; 0.17% of 370,000 active;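 active means inhibition above the mean inhibition of all tested compounds plus 3 SD, set per campaign, cut at about 52% in these data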;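 further: 0% = DMSO treated cells and 100% = cells given Gossypol at 36 µM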
# NR2F2 inh: NR2F2 transcriptional activity inhibitors, primary screen, cell-based, luciferase reporter, HEK293T, luminescence | inhibition, % at 8.6 µM | COUP transcription factor 2 (Homo sapiens), P24468 | 0.7% of 370,000 active | HEK293T NGFI-A luciferase reporter;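 active means inhibition above a per-plate cutoff, mean inhibition of test wells between control levels plus 3 SD, cut at about 38% in these data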;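 further: cells cotransfected with COUP-TFII expression vector driving the NGFI-A reporter; 0% = median of COUP-TF2 test wells and 100% = reporter-only cells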
# TROY NFkB inh: inhibitors of TROY-driven NF-kB signaling, primary screen, Q293 LMP1-TROYcd cells, NF-kB luciferase, uHTS | Q293 LMP1-TROYcd NF-kB luciferase reporter, 4 h | inhibition, % at 10 µM | 0.98% of 360,000 active;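 active means compounds whose plate-normalised and pattern-corrected inhibition of the luciferase reporter signal at the single screening dose is 50% or more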
# NOD2 RIPK2 PPI: NOD2-RIPK2 binding disruptors in cells, primary screen, fluorescence, CHO cells, BLA complementation. Receptor-interacting serine/threonine-protein kinase 2 (Homo sapiens), O43353. CCF4 ratio. inhibition, % at 4.98 µM. 0.38% of 360,000 active. AID 624267, 2012; in the data active means inhibition above about 21%;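 further: 0% = vehicle only and 100% = reference blocker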
# SRC3 inh: SRC3 coactivator transcriptional activity inhibitors, primary screen, cell-based, luminescence | Nuclear receptor coactivator 3 (Homo sapiens), Q9Y6Q9 | AID 588352, 2011 | HEK293 GAL4-SRC3 luciferase reporter | inhibition, % at 3.6 µM | 0.17% of 360,000 active;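 active means inhibition above a per-campaign cutoff, the mean of all compounds plus 3 SD, cut at about 60% in these data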;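 further: 0% = DMSO-treated cells and 100% = gossypol-treated cells at 36 µM; higher means less SRC3-driven luciferase light from the GAL4 reporter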
# Target sequence (Q9Y6Q9 whole entry, looked up, the tested form may be a part): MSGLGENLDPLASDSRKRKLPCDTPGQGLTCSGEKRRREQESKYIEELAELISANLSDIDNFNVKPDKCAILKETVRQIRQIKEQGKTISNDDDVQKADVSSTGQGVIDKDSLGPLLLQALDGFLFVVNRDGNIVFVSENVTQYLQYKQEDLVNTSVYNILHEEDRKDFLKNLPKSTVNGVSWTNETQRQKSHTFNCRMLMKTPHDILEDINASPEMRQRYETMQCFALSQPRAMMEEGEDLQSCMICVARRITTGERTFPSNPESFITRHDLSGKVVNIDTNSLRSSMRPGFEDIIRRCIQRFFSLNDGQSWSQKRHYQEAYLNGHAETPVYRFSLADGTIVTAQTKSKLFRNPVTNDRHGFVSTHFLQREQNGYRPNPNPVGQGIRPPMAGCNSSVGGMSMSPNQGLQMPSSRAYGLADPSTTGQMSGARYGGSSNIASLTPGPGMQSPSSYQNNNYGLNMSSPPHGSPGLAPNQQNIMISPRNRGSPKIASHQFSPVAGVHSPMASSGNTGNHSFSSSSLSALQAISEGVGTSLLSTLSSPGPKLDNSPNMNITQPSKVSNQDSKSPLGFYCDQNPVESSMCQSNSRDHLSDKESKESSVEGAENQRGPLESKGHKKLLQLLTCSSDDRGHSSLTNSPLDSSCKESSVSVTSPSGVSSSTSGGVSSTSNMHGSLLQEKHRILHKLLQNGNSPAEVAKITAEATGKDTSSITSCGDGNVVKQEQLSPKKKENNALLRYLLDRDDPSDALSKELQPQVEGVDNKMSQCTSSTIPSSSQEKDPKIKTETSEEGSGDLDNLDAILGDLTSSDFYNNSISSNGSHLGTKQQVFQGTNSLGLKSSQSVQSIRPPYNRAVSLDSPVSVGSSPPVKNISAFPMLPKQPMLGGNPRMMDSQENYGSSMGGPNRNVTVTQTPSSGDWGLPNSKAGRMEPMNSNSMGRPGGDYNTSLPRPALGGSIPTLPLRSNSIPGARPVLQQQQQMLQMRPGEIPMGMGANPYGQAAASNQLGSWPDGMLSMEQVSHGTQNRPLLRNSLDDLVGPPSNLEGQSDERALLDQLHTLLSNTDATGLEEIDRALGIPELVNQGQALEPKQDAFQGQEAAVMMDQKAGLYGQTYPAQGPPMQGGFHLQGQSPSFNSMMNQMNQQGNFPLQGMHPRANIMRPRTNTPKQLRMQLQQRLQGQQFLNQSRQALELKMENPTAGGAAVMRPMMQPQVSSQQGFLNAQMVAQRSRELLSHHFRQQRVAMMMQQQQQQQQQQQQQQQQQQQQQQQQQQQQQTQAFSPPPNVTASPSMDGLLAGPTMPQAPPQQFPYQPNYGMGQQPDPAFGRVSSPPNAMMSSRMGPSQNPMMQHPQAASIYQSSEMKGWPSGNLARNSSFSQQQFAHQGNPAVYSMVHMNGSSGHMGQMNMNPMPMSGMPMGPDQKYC
# TLR9-MyD88 block: inhibitors of TLR9-MyD88 association in cells, primary screen, cell-based, CHO, BLA complementation, fluorescence; 0.21% of 340,000 active; CCF4 FRET ratio; inhibition, % at 4.98 µM; Toll-like receptor 9 (Homo sapiens) + Myeloid differentiation primary response protein …;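 active means inhibition above the mean over all tested compounds plus 3 SD, cut at about 21% in these data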;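 further: 0% = DMSO only wells and 100% = clavulanate BLA inhibitor control wells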
# Exocytosis inh: LAMP-1 surface exposure blockers, TALL-104 cells – cell-based, flow cytometry, MLPCN library, primary screen; 0.66% of 360,000 active; TALL-104 LAMP-1 surface exposure; cells stimulated with thapsigargin and PMA; inhibition, % at 10 µM; AID 651702, 2012;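 active means inhibition above about 55%, limit read from the data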
# * = called active by the depositor; x = no result given.
# Fields – ABHD5 PLIN5 PPI	NR5A2 inv ag	TWEAK Fn14 block	NCOA1 inh	NCOA2 inhibitor	NR2F2 inh	TROY NFkB inh	NOD2 RIPK2 PPI	SRC3 inh	TLR9-MyD88 block	Exocytosis inh
1: C=CCOc1ccc(C2/C(=C(\O)c3ccc4c(c3)OCCO4)C(=O)C(=O)N2CCCN2CCOCC2)cc1 (stereo not given)
→ 16.5	-19.2	14.4	-40.9	26.2	13.4	-9.8	-6.2	11.3	-5.2	-0.5
2: Cn1c(=O)c2c(ncn2CC(=O)N2CCN(S(=O)(=O)c3ccc(Cl)cc3)CC2)n(C)c1=O
→ 4.8	-7.5	-6.9	-11.0	-19.0	-8.8	-18.9	-0.1	9.1	1.0	-17.2
3: CC(C)Oc1cccc(C(=O)C2CCCN(C(=O)c3csnn3)C2)c1 (stereo not given)
→ -1.9	-5.6	12.4	-13.9	-10.9	-10.4	-13.5	6.3	-2.2	-5.3	1.1
4: CSc1ncc(-c2ccccc2)cn1
→ -4.6	-12.2	-7.3	-9.8	-22.6	-3.3	-12.6	-4.7	-9.4	-7.2	0.4
5: CCn1c(SCC(=O)c2cc(C)n(CC3CCCO3)c2C)nc2ccccc21 (stereo not given)
→ -5.7	-14.9	-4.9	-22.2	-5.4	8.1	6.2	-18.7	-3.9	-0.3	-2.3
6: COCCn1nnnc1C(C(C)C)N1CCOCC1 (stereo not given)
→ 4.0	26.3	2.7	20.7	1.7	-9.6	4.7	-4.3	-4.1	3.1	-2.0
7: CCOc1ccc(C(=O)C(C)OC(=O)CN2C(=O)NC(C)(C)C2=O)cc1 (stereo not given)
→ 2.5	-6.8	4.3	3.7	-27.4	3.5	-19.5	-10.9	7.3	2.6	1.9
8: Cc1cc(C)c(N2C(=O)CC(Sc3ccccc3N)C2=O)c(C)c1 (stereo not given)
→ 5.8	0.7	11.7	2.9	-5.4	11.2	2.3	5.6	-7.6	-2.2	8.9
9: O=C(Nc1nc(-c2ccc(Br)cc2)cs1)c1cccnc1
→ -5.4	6.3	16.2	16.2	4.1	-14.3	-11.0	-1.1	16.8	0.1	0.6
10: O=C1N(CN2C(=O)C3(OCCO3)c3ccccc32)c2ccccc2C12OCCO2
→ -1.7	14.5	-3.6	-3.6	-54.5	-11.6	-7.0	1.6	19.0	-1.2	-1.9
11: CN(C)S(=O)(=O)N(CC(=O)NCc1ccccc1)c1ccccc1
→ 0.8	1.6	-0.2	8.3	-8.4	-7.9	-11.3	-2.0	9.7	16.2	-3.9
12: O=C(CSc1nc(O)cc(=O)[nH]1)N1CCCc2ccccc21
→ -4.9	1.5	11.2	-9.4	-9.7	-11.9	-3.8	-4.5	5.4	7.6	-2.3
13: CN(C)CCn1c2c(c(SCC(=O)Nc3nccs3)nc1=O)CCCC2
→ -11.0	-3.3	0.8	-1.8	-6.8	-6.6	-1.4	-3.2	3.5	-8.8	-1.1
14: COc1ccc(N(CC(=O)Nc2cccc(SC)c2)S(C)(=O)=O)cc1Cl
→ 7.0	-3.4	15.9	-7.6	-4.7	8.8	-11.1	-4.7	9.1	-4.1	3.0
15: COC(=O)CCC(=O)Nc1ccc(S(=O)(=O)N2CCc3ccccc32)cc1
→ -2.2	11.6	-4.9	-13.2	6.7	-0.1	-5.1	0.7	15.9	-3.5	-2.3
16: Oc1cc(NCc2ccc(Cl)cc2)cc2cccnc12
→ 0.2	21.3	-8.6	4.5	13.9	11.7	-27.9	7.7	-1.5	-4.3	-1.0
17: COc1ccccc1S(=O)Cc1ccc(C(=O)NC2CCCC2)o1 (stereo not given)
→ 1.8	11.9	4.3	6.1	5.7	5.6	8.7	1.9	1.6	-2.0	0.3
18: CC(=O)Nc1ccc(S(=O)(=O)N2CCSc3ccccc32)cc1
→ 14.9	31.7	24.9	6.8	-9.1	-1.8	19.4	-4.1	11.1	13.2	-4.7
19: CN1C[C@@H]2C(c3ccc(Cl)nc3)C3(c4ccccc4)CC2(C3)[C@H]1c1ccccc1 (stereo not given in full)
→ 4.0	9.4	4.1	4.3	6.7	0.2	5.6	1.0	-4.9	7.0	2.5
20: O=C(CSc1nnc(COc2ccc(Br)cc2)o1)NC1CCCCC1
→ 2.6	9.0	-22.8	-26.7	-32.0	5.7	-18.8	6.1	-5.9	7.9	11.9
21: CN1CC(=O)N(CC(=O)Nc2cccc(S(=O)(=O)N3CCOCC3)c2)C1=O
→ 1.7	-2.1	-0.1	-0.8	-21.8	-6.7	12.1	8.4	6.0	-8.8	-5.3
22: COc1ccc(NC(=O)c2cn(-c3ccccc3)nc2-c2ccncc2)cc1
→ 1.1	15.8	18.3	11.3	-8.7	0.9	-4.1	6.2	10.0	-13.3	-0.7
23: COc1ccccc1CNC(=O)COC(=O)c1cc(C)nc2ccccc12
→ -4.0	0.3	2.6	-1.3	13.8	4.8	18.8	-3.3	13.2	6.2	-3.4
24: O=C1c2cccc3c([N+](=O)[O-])ccc(c23)C(=O)N1CC1CCCO1 (stereo not given)
→ -6.0	-1.4	-89.8	-6.3	-17.6	9.7	18.8	80.1*	8.5	56.9*	15.6
25: COc1ccc(/C=N/n2cnc3c([nH]c4ccc(F)cc43)c2=O)cc1CN1CCCC1
→ 1.3	-4.9	-28.1	-14.5	-8.3	-6.3	5.9	-1.2	17.8	-6.3	8.4
26: CC(C)OP(=O)(OC(C)C)C(Nc1ccccc1)c1cccc([N+](=O)[O-])c1 (stereo not given)
→ 0.4	3.8	9.4	-4.9	-23.9	7.0	-8.2	-5.5	5.8	x	4.8
27: COC(=O)CCCC(=O)N1CCOCCN(C(=O)CCCC(=O)OC)CCOCC1
→ -7.7	11.5	-0.7	13.6	4.2	-7.7	-12.6	-17.7	10.8	-1.0	-4.6
28: O=S(=O)(c1ccccc1)N1CCC(N2CCCCCC2)CC1
→ 0.5	-12.3	-3.0	-21.5	10.4	-7.8	-11.9	2.9	5.0	-6.8	1.9
29: CC(C)CC(C(=O)Nc1cccc(O)c1)N1C(=O)c2ccccc2C1=O (stereo not given)
→ 0.6	10.6	-1.0	-14.6	6.4	10.5	-3.6	2.8	-18.4	4.2	16.8
30: C[C@@H]1CN([C@H](C)CO)C(=O)CCCn2nncc2CO[C@@H]1CN(C)C(=O)C1CCCCC1
→ 7.7	-16.3	8.7	17.0	-8.7	-10.4	0.6	10.0	11.6	7.2	-1.7
31: CCCCNC(=S)N1CCN(C)CC1
→ -6.8	1.8	12.9	6.1	-33.4	-0.1	-3.3	-1.9	-8.7	9.3	-2.9
32: COCCn1c(N)c(C(=O)NCc2cccs2)c2nc3ccccc3nc21
→ -19.3	36.4	4.8	3.3	-2.3	22.4	-10.6	-16.7	1.3	0.2	1.1
33: COCCNC(=S)Nc1ccccc1Cc1ccccc1
→ 1.1	-16.9	2.2	-28.3	3.7	-1.5	-0.6	5.0	7.3	-9.4	0.0
34: CC(=O)N1CCc2cc(Br)cc(S(=O)(=O)NCc3ccccn3)c21
→ -1.1	14.5	0.9	-3.6	-2.9	-9.4	5.6	-3.7	-0.2	2.7	-3.7
35: CCC(=O)N1CCc2cc(S(=O)(=O)Nc3ccccc3C)ccc21
→ -1.4	11.7	-18.1	-1.0	17.7	-2.4	-41.3	3.4	-22.8	2.2	-9.5
36: O=C(Cn1ncn2cccc2c1=O)N1CCCCC1
→ 1.0	9.5	6.9	8.0	-26.0	-7.2	2.0	3.6	14.1	6.9	-1.7
37: O=C(Nc1ccc2c(c1)OCCO2)C1CCCN1C(=O)Nc1ccccc1 (stereo not given)
→ -0.4	-20.2	-21.8	7.8	-4.0	-6.7	4.0	2.9	12.0	-0.2	-3.4
38: O=C(COC(=O)c1oc2ccccc2c1COc1ccccc1)NCCN1C(=O)CSC1=O
→ 6.5	-1.9	9.4	-18.6	-23.4	4.8	7.9	-2.7	26.3	-7.9	2.2
39: O=S(=O)(NCc1ccccc1)c1ccc(S(=O)(=O)N2CCCC2)cc1
→ -3.9	-4.7	-9.4	-10.4	16.2	-17.5	-21.8	1.4	14.9	-0.5	5.4
40: COc1cc(/C=N/NC(N)=O)ccc1OC(=O)c1ccco1
→ 0.1	-6.6	-18.6	-15.2	5.0	-19.0	0.2	-4.0	4.4	12.6	4.9
41: COC(=O)CCNC(=O)c1ccc2nc(Cc3ccc(OC)cc3)oc2c1
→ -14.9	-12.8	-22.4	4.4	-12.0	2.1	0.7	2.6	-21.6	-1.1	-5.3
42: Cn1nc(C(=O)OCC(=O)NC2CCS(=O)(=O)C2)c2ccccc2c1=O (stereo not given)
→ 4.6	8.5	-9.4	9.5	-8.7	-5.5	3.1	-2.7	6.2	2.0	0.2
43: CCOC(=O)c1[nH]c(C)c(C(=O)NCCC2=CCCCC2)c1C
→ -2.3	-40.9	-15.2	-51.3	-45.7	-12.1	-12.4	-2.2	-34.7	4.5	0.8
44: COc1cc(/C=C/C(=O)Nc2ccc(OC)c(S(=O)(=O)N3CCOCC3)c2)ccc1OC(F)F
→ -5.7	17.3	49.7	12.8	35.0	37.6*	56.7*	1.5	29.2	2.9	0.4
45: N#CC1=C(N)Oc2cc3ccccc3cc2C1c1cccnc1 (stereo not given)
→ 9.4	17.2	-3.2	-15.5	-3.8	4.3	37.9	-9.1	4.2	-2.7	3.6
46: CCOc1ccc(S(=O)(=O)N2CCCC(C(=O)N3CCOCC3)C2)cc1Cl (stereo not given)
→ -2.1	-9.9	4.2	-12.3	-6.2	12.5	0.8	-7.2	3.8	-12.9	-1.8
47: Cc1nn(CC2CC2)c(=O)n1-c1ccc(Cl)cc1
→ 0.1	11.8	-0.3	2.9	9.8	-4.6	18.9	-6.9	14.9	1.0	-0.8
48: CC1CC(C)CN(CCCNC(=O)CCC(=O)N2CCOc3ccccc32)C1 (stereo not given)
→ 0.4	6.5	2.4	0.2	6.5	12.0	9.4	-0.8	-17.4	-9.0	-1.3
49: CC1=C(C(=O)Nc2ccccn2)C(c2ccccc2Cl)NC(=S)N1 (stereo not given)
→ 1.0	-86.5	-18.1	-51.8	-26.0	-25.6	-28.0	-0.7	-71.7	-6.6	-0.8
50: O=C(c1ccc(NS(=O)(=O)c2cccs2)cc1)N1CCCCC1
→ 3.0	-4.8	-5.5	-16.7	0.6	17.0	-4.6	0.7	-4.9	-2.8	-1.5
51: CCn1nc(C)c(NC(=O)c2cc(Br)ccc2Cl)c1C
→ 1.9	-18.5	-17.4	0.1	0.4	-4.0	3.4	-0.4	19.5	1.8	2.5
52: COc1cc(NC(=O)c2cc(S(=O)(=O)N3CCc4ccccc43)cn2C)cc(OC)c1OC
→ -5.7	2.3	5.3	-17.4	-18.6	-21.8	-15.8	-0.5	15.2	-2.9	-1.0

# These rows are one share of the data, so the mix of outcomes need not match the whole.
